BAZ2B block = qHTS Assay for Inhibitors of BAZ2B; Bromodomain adjacent to zinc finger domain protein 2B (Homo sapiens), Q9UIF8; AlphaScreen BAZ2B-H3K14Ac peptide displacement; Potency, µM (highest dose often 114 µM), for inactives: at the top dose activity change, negative = inhibition, usual class: inhibitors; 360,000 compounds, 4.4% hits; further: potency means the concentration at half of the fitted maximal effect; on the % scale 0 is the no-effect control and ±100 the full control effect; nearly all actives have a fitted effect of over 60% in size
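Complex of BAZ2B and biotin-H3K14Ac (50 nM apiece) forms over 30 min at RT, then faces library compounds up to 110 uM for another 30 min; AlphaScreen beads added, 20 min dark incubation, luminescence read.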
HP1b chromo inh = HTS for Inhibitors of HP1-beta Chromodomain Interactions with Methylated Histone Tails; Chromobox protein homolog 1 (Homo sapiens), P83916; AlphaScreen HP1-beta / biotin-H3K9me3 peptide binding; Potency, µM (series often up to 114 µM), inactives show top-dose activity change, negative = inhibition, usual class: inhibitors; 390,000 compounds, 0.56% hits; further: potency means the concentration at half of the fitted maximal effect; nearly all actives have a fitted effect of over 70% in size; inactives centre near 23
Target sequence (P83916 whole entry, looked up): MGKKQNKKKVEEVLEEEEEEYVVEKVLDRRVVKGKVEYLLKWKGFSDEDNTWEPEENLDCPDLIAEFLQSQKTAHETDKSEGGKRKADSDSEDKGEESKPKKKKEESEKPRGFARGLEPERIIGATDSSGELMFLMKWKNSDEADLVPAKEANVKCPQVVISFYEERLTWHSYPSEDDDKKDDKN
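AlphaScreen: HP1-beta (50 nM) preformed 30 min with biotin-H3(1-18)K9me3 peptide (50 nM) in PBS pH 7.4, 0.01% Tween-20. Compound added for 30 min at RT, then streptavidin donor/nickel chelate acceptor beads (10 ug/mL) for 30 min.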
RGS4 inhibitor = Inhibitors of Regulator of G Protein Signaling (RGS) 4: qHTS | Potency, µM (titrated, usually from 114 µM), without a hit: at the top dose activity change, negative = inhibition, actives largely listed as inhibitors | Regulator of G-protein signaling 4 (Homo sapiens), P49798 | 390,000 compounds, 0.039% hits | Transcreener GDP fluorescence polarization, RGS4-accelerated GTP hydrolysis | AID 504845, 2011; further: potency means the concentration at half of the fitted maximal effect; on the % scale 0 is the no-effect control and ±100 the full control effect; nearly all actives have a fitted effect of over 75% in size; some results filed as inactive show a strong effect at the top dose
Target sequence (P49798 whole entry, looked up): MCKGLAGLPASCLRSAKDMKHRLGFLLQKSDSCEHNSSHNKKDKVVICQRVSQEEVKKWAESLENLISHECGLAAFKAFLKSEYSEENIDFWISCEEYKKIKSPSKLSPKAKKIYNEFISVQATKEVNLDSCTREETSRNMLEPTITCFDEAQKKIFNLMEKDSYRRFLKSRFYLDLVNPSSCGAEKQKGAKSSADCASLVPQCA
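MLSMR compounds (23 nl, pin-transferred) preincubated 10 min at room temperature with a 500nM (2x) first reagent, then RGS4 at 900nM (2x) plus Transcreener GDP mix added; fluorescence polarization (620/688 nm) read before and after 90 min at 30 °C.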
G9a inh = qHTS Assay for Inhibitors of Histone Lysine Methyltransferase G9a; Histone-lysine N-methyltransferase EHMT2 (Homo sapiens), Q96KQ7; G9a H3K9 monomethylation, AlphaScreen, 2 h; Potency, µM (highest dose often 102 µM), for the others: at the top dose activity, negative = inhibition, usual class: inhibitors; 350,000 compounds, 8.8% hits; AID 504332, 2011; further: potency means the concentration at half of the fitted maximal effect; on the % scale 0 is the no-effect control and ±100 the full control effect; nearly all actives have a fitted effect of over 75% in size
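Chemiluminescent proximity detection of H3K9 monomethylation, read after 10 min bead incubation in the dark. Reaction: 20 nM G9a, 500 nM biotin-H3K9 peptide, 20 uM SAM cofactor, 2 h, room temperature, following 15 min enzyme-compound preincubation.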
JMJD2A Tudor = qHTS Assay for Inhibitors of JMJD2A-Tudor Domain; Potency, µM (highest dose often 114 µM), without a hit: at the top dose activity change, negative = inhibition, hits mostly inhibitors; 390,000 compounds, 4.4% hits; AlphaScreen JMJD2A-Tudor / H3K4me3 peptide binding; Lysine-specific demethylase 4A (Homo sapiens), O75164; AID 504339, 2011; further: potency means the concentration at half of the fitted maximal effect; on the % scale 0 is the no-effect control and ±100 the full control effect; nearly all actives have a fitted effect of over 50% in size
GLS inhibitor = qHTS for Inhibitors of Glutaminase (GLS); Glutaminase kidney isoform, mitochondrial (Homo sapiens), O94925; GLS enzymatic activity, qHTS titration; Potency, µM (doses to about 45.5 µM), without a hit: at the top dose activity change, negative = inhibition, actives largely listed as inhibitors; 410,000 compounds, 0.21% hits; AID 624170, 2012; further: potency means the concentration at half of the fitted maximal effect; on the % scale 0 is the no-effect control and ±100 the full control effect
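Two-point fluorescence kinetic (t0, 30 min RT) for hKGA; glutamate detected via glutamate oxidase–HRP–Amplex Red. Substrate: 1 mM L-glutamine solution; buffer 45 mM KH2PO4, pH 8.2.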
PI4K2A inh = qHTS for small molecular inhibitors of PI4K2A; purified PI4K2A, ADP-Glo luminescence, 1 h; hits give low values; 420,000 compounds, 0.13% hits; activity change, negative = inhibition, % at 76.9 µM; Phosphatidylinositol 4-kinase type 2-alpha (Homo sapiens), Q9BTU6; in the data active means activity change below about -50%; inconclusive means mostly about -30% to -49%;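 further: -100% = wells without enzyme as full effect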
Target sequence (Q9BTU6 whole entry, looked up): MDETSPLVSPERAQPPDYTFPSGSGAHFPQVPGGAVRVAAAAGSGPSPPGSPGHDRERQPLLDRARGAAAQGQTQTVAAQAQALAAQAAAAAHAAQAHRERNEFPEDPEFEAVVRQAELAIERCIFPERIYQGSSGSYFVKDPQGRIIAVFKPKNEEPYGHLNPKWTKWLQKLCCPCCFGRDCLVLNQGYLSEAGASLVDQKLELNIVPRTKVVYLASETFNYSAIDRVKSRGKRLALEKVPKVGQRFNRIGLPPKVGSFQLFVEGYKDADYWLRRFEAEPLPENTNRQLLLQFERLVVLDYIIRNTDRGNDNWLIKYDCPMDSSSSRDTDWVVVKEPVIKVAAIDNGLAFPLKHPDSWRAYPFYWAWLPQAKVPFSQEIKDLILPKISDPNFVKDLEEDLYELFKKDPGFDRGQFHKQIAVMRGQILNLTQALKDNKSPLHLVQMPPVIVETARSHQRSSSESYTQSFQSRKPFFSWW
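In this quantitative HTS, ADP production by PI4K2A was quantified luminescently after 1 h at ambient temperature; 100 microM adenosine served as plate-quality control.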
ERG Ets-DNA blk = qHTS for Small Molecule Inhibitors of the ERG Ets/DNA interaction | 370,000 compounds, 0.028% hits | Transcriptional regulator ERG (Homo sapiens), P11308 | Potency, µM (doses to about 76.9 µM), for inactives: top-dose FP activity, negative = inhibition, hits mostly inhibitors | fluorescence polarization, His-ERG Ets domain / labelled DNA; active means well fitted inhibition curve with a large enough effect in the polarisation, with a control signal flat; inconclusive means small, poorly fitted or top-dose-only effect, or effect the other way, or a change in a side signal; inactive means no such curve, though single readings can be large or run the other way; the % refers to the polarisation;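 further: polarization taken with two DNA probes labelled with fluorescein and Texas red; potency means the concentration at half of the fitted maximal effect; % of control where 0% means no effect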
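His-tagged ERG Ets domain (1 uM in the protein solution; 300mM KCl, 50mM Tris-HCl, 1mM EDTA, 1mM DTT, pH 7.5) received compound, then a probe mix of 5 nM fluorescein-DNA and 100nM Texas-615-DNA. Fluorescence polarization was read for both dyes.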
12-LOX inh = Primary qHTS assay for inhibitors of human arachidonate 12S-lipoxygenase (ALOX12): Round 2; AID 1671190, 2021; 580,000 compounds, 1.1% hits; purified 12hLO, xylenol orange hydroperoxide absorbance; Potency, µM (doses to about 108 µM), for the others: at the highest dose activity change, negative = inhibition, most hits filed as inhibitors; further: potency means the concentration at half of the fitted maximal effect; on the % scale 0 is the no-effect control and ±100 the full control effect
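Purified human 12hLO (150 nM final) in 25 mM Hepes, 0.01% Triton X-100, pH 7.0 was preincubated 15 min at room temperature with compound. Then 40 uM arachidonic acid was added, 30 min. Hydroperoxide was read by Fe-XO absorbance ratio 573/405 nm.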
* = called active by the depositor; ? = inconclusive; / = not tested or not shown; & = joins results of further samples; [ ] = dose if it differs, or a comment. Unless noted, the call rests on the fitted dose curve; in most records, active means well fitted curve in the direction sought with a large enough effect; inconclusive means small, poorly fitted or top-dose-only effect, or another doubt; inactive means no such curve, though single readings can be large; an effect the other way counts as inactive or inconclusive. Some of the compounds tested, so the mix of outcomes need not match the whole.

Preview:
nr	RGS4 inhibitor	ERG Ets-DNA blk	HP1b chromo inh	BAZ2B block	G9a inh	PI4K2A inh	12-LOX inh	GLS inhibitor	JMJD2A Tudor	Structure
1	18%	9%	33%	?	4%[0.501 µM]	-1	-17%	-1%	-18%	COc1ccc(-c2ccc3c(c2)c(-c2cccs2)c(-c2cc(OC)cc(OC)c2)n3C)cc1
2	20%	2%	30%	-9%	?	-2	-1%	1%	-16%	CCC(C)[C@@H](N)C(=O)N/N=C/c1ccc2ncccc2c1 (stereo partly specified)

This part in full (from the top)
nr	RGS4 inhibitor	ERG Ets-DNA blk	HP1b chromo inh	BAZ2B block	G9a inh	PI4K2A inh	12-LOX inh	GLS inhibitor	JMJD2A Tudor	Structure
1	18%	9%	33%	?	4%[0.501 µM]	-1	-17%	-1%	-18%	COc1ccc(-c2ccc3c(c2)c(-c2cccs2)c(-c2cc(OC)cc(OC)c2)n3C)cc1
2	20%	2%	30%	-9%	?	-2	-1%	1%	-16%	CCC(C)[C@@H](N)C(=O)N/N=C/c1ccc2ncccc2c1 (stereo partly specified)
3	21%	-10%	14%	-3%	14%[59 µM]	1	0%	43%[activator]	-10%	COc1ccc(OC)c(/C=N/NC(=O)CC2C(=O)NN=C2C)c1 (stereo unspecified)
4	-14%	-5%	24%	-15%	?	5	142%[activator]	-1%	-23%	COC(=O)c1cnc(SCc2ccc([N+](=O)[O-])cc2)n1C
5	22%	7%	16%	/	4%[59 µM]	-2	0%	-23%	?	CN(C)c1ncc(C(=O)O)cn1
6	8%	-12%	17%	79µM*	-49%	-4	-5%	0%	-7%	COc1cccc(OC)c1C(=O)NC(=S)NCc1ccco1
7	-7%	-9%	16%	-2%	?	5	0%	1%	-26%	CCC(=O)Oc1oc(-c2ccccc2)nc1C=Nc1ccc(C)cc1
8	25%	2%	10%	7%	0%	-3	0%	6%	2%	Cc1ccnc(NC(=O)CS(=O)(=O)Cc2ccccc2)c1
9	-13%[56.9 µM]	16%	-8%	-21%	22%[59 µM]	-8	37%[activator]	-6%	-31%	COC(=O)Cn1c(O)c(N=NC(=O)CNC(=O)c2ccc3c(c2)OCCO3)c2ccccc21
10	3%	-2%	16%	26%	-19%	5	3%	0%	-13%	COc1ccc(CCNC(=O)c2ccc(CN3CCOCC3)cc2)cc1
11	15%	2%	26%	/	/	-5	138%[activator]	2%	3%	CN(c1ccccc1)S(=O)(=O)c1ccc2c(c1)OCCO2
12	3%	5%	19%	3%	23%[12.7 µM]	-4	0%	-2%	-11%	COC(=O)Cn1c(=NC(=O)CSCC(=O)Nc2cc(C)on2)sc2ccccc21
13	-18%&12%	12%&2%	56%&29%[activator]	0%	8%[59 µM]	-1&1	-3%&-7%	-11%&9%	-2%&-3%	Cc1ccc(N(CC(=O)N2CCN(c3ccccc3F)CC2)S(=O)(=O)c2c(C)noc2C)cc1
14	2%	-2%	30%	-21%[57.1 µM]	2%	-8	17%	1%	-13%	CCc1ccc2nc(NC(=O)c3cc(C)on3)sc2c1
15	-34%	-7%	?	14µM*	7.9µM*	0	?	4%	-15%	Cc1ccc(C(=O)NC(=S)Nc2ccc(N3CCOCC3)cc2)cc1
16	-17%	3%	22%	-3%	-9%	-4	3%	-9%	-10%	CCC(C)(C(=O)NC1CCCCC1)N(C)C(=O)c1ccc2c(c1)OCO2 (stereo unspecified)
17	-12%	1%	12%	-15%	-4%[59 µM]	-4	2%	8%	-12%	COc1cccc(CNC(=O)C2CCCN(S(=O)(=O)N(C)c3ccc(F)cc3)C2)c1OC (stereo unspecified)
18	19%	5%	15%	8%	-1%	2	-27%	8%	-6%	Nn1c(COc2ccccc2F)nnc1SCC(=O)NC1CCCCC1
19	-9%	14%	20%	-9%	2%[12.7 µM]	-2	?	-2%	-15%	O=C(/C=C/c1ccc(OC(F)F)cc1)Nc1cccc(S(=O)(=O)N2CCOCC2)c1
20	1%	3%	9%	-2%	-6%[59 µM]	-1	395%[activator]	20%	-24%	Cn1c(N)c(N2CCCCC2)c(=O)n(CC(=O)Nc2ccc(Cl)c(Cl)c2)c1=O
21	-46%	-12%	20%	-1%	-2%	1	?	0%	-9%	CC(C)c1ccc(N(CC(=O)NCc2ccco2)C(=O)CCC(=O)Nc2nccs2)cc1
22	10%	1%	1%	-26%	-8%[59 µM]	2	-34%	4%	?	COc1ccc(-c2cc(C(C)=O)c(C)n2CCC(=O)NCc2ccc(C)cc2)cc1
23	-20%	/	16%	/	/	3	?	18%	-8%	COc1cc(S(=O)(=O)N2CCOCC2)ccc1NC(=O)COC(=O)c1cc(OC)c(OC)c(OC)c1
24	?	1%	51%[activator]	-21%	10%[59 µM]	-5	-7%	-2%	1%	Cc1ccc(NC(=O)c2nc(-c3ccncc3)no2)c(Cl)c1
25	2%	-8%	39%[activator]	-24%	?	0	-7%	0%	-8%	COc1ccc(OC)c(NC(=O)COC(=O)C2CCN(C(=O)c3ccc(Cl)cc3)CC2)c1
26	-23%	/	8%	?	71µM*	9	3%	18%	-24%	CC(=O)CC(=O)Nc1ccc(Nc2ccccc2)cc1
27	-13%	7%	5%	-3%	1%[59 µM]	2	/	-1%	-30%	N/C(=N\OC(=O)CCC1CCCCC1)c1cccc([N+](=O)[O-])c1
28	-21%	-3%	163%[activator]	48%[activator]	175%[activator]	5	11%	-1%	76%[activator]	CCOC(=O)c1c(CC(C)C)csc1NC(=O)C(C)C
29	-27%	12%	87%[activator]	15%	-28%	-8	?	0%	6%	COCCNC(=O)CS(=O)Cc1nc(-c2ccc(Cl)cc2)oc1C (stereo unspecified)
30	-24%	-10%	?	-10%	1.3µM*	-1	?	-25%	4.5µM*	COc1ccc(/C=N/n2c(-c3n[nH]c4c3CCC4)n[nH]c2=S)c(OC)c1OC
31	-49%	8%	50%[activator]	6%	18%[59 µM]	5	-12%	-13%	-8%[57.1 µM]	Cc1ccc(S(=O)(=O)CCC(=O)OCC(=O)c2c[nH]c3ccccc23)cc1
32	-2%	3%	34%	11%	40µM*	0	41%[activator]	-1%	-9%	O=C(NC1(C(F)(F)F)NC(=O)N(Cc2ccco2)C1=O)c1cccnc1 (stereo unspecified)
33	22%	6%	46%[activator]	8%	4%[59 µM]	-3	-13%	4%	-6%	CCCNC(=O)CS(=O)(=O)Cc1nc(-c2cccc(OC)c2)oc1C
34	-16%	0%	29%	-17%	-1%	-2	1%	-1%	3%	Cn1c(=O)c2c(ncn2CC(O)CNc2cccc(Cl)c2)n(C)c1=O (stereo unspecified)
35	29%	-7%	7%	71µM*	?	-1	-1%	-1%	-21%	Nn1cnnc1SC1CCCCC1NS(=O)(=O)c1ccccc1 (stereo unspecified)
36	-7%	-19%	23%	-2%	-3%	-3	19%	-1%	-11%	COc1ccccc1C(=O)NCC(=O)NCc1cc(=O)n(C)c(=O)n1C
37	10%[56.9 µM]	6%&-5%	12%&32%	-28%&13%	-17%	2&1	36%&-21%[activator]	-30%&2%	-20%&-14%	CC1CCCCN1CCCNC(=O)Cn1ncc2c([nH]c3ccccc32)c1=O (stereo unspecified)
38	16%	4%	13%	5%	7%	-1	-20%	0%	-13%	Cn1nnc(NC(=O)c2cccs2)n1
39	7%	-2%	19%	2%	4%[59 µM]	3	-16%	4%	-16%	CCCCOc1cccc(C2c3c(oc4ccccc4c3=O)C(=O)N2c2ccccn2)c1 (stereo unspecified)
40	6%	10%	21%	/	/	6	8%	-2%	-30%	Cc1ccc(OCCNC(=O)CCc2nc3sc4c(c3c(=O)[nH]2)CCCC4)cc1
41	-18%	0%	22%	12%	26%	2	34%[activator]	-2%	5%	CC(C)(C)C(=O)CN1C(=O)NC2(CCCc3ccccc32)C1=O (stereo unspecified)
42	-1%[11.4 µM]	-2%	-9%	7%	-20%[59 µM]	-8	0%	-3%	1%[11.4 µM]	COc1ccc(NC(=O)CN2CCN(c3ccccc3Cl)CC2)cc1
43	2%	?	37%	-34%	-19%[59 µM]	-3	?	72%[activator]	2%	Cc1ccc(O)c(N=Cc2cccs2)c1
44	16%	-9%	-10%	?	?	5	161%[activator]	7%	-19%	CCCOP(=O)(OCCC)c1c([N+](=O)[O-])cc(C(F)(F)F)cc1[N+](=O)[O-]
45	-8%	-11%	35%	8%	27%	-5	3%	2%	-2%	CCN(CC)C(=O)COCc1cc(-c2ccc3c(c2)OCO3)on1
